High-throughput results: PubChem, several laboratories
M1 PAM = potentiates human M1 receptor response to acetylcholine; 360,000 compounds, 0.088% hits; P11229; activation, % at 3 µM; CHO-K1 hM1, Fluo-8 calcium fluorescence, ACh EC20; 0% = ACh EC20, 100% = maximal ACh; in the data active = activation above about 19%, passing the limit was not always enough
Target sequence (P11229 whole entry, looked up): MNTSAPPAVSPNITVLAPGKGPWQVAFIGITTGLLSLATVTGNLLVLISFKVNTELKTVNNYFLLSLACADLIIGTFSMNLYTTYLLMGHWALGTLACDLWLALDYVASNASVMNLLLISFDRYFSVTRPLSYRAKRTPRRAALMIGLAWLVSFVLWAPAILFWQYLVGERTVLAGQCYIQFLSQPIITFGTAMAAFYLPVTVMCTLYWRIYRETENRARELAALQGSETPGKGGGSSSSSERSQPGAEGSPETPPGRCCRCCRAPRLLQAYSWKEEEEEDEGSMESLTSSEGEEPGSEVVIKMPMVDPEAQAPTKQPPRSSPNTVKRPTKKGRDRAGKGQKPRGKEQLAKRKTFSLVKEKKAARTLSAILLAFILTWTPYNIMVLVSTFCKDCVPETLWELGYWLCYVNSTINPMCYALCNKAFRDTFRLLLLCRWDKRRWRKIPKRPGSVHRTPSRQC
CHRM5 antagonist = CHRM5 antagonism in calcium assay; P08912; CHO-hM5 cells, Fluo-8 calcium fluorescence, ACh EC80; inhibition, % at 3 µM; 360,000 compounds, 0.59% hits; AID 624040;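 active = inhibition above a per-plate cutoff, the mean of that plate's test compounds plus 3 SD, cut at about 27% in these data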;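 also: 0% = acetylcholine EC80 with DMSO and 100% = DMSO without agonist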
M5 PAM = positive allosteric modulators of human muscarinic M5 receptor; AID 624038; activation, % at 3 µM; 360,000 compounds, 0.3% hits; P08912; CHO-K1 hM5, Fluo-8 calcium, ACh EC20 PAM; 0% = ACh EC20, 100% = ACh EC100;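 active = activation above the run cutoff, the mean activation of all test compounds plus 3 SD, cut at about 18% in these data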
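Test system: CHO-K1 hM5 cells / Doses: single-point, 3 µM nominal / Times: Post-acetylcholine fluorescence recording 140 s / Technique: Fluo-8 calcium fluorescence / Measure: Max/basal fluorescence ratio as % of EC20–EC100 ACh window / Benchmarks: low control EC20 acetylcholine (0%), high control EC100 acetylcholine (100%) / Replicates: one well per compound, no replicates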
CRFR2-BP ag = agonists of human CRF-binding protein/CRF-R2 receptor complex. HEK293 CRF-R2/CRF-BP, calcium dye fluorescence (FLIPR); percent of saturating CRF peptide response. activation, % at 13.2 µM. 350,000 compounds, 0.46% hits. AID 588473;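 active = activation of at least 50%, plus an integration ratio under a set limit after plate pattern correction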;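 also: plate controls were neutral control wells without compound for no effect and CRF at EC100 for full effect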
CHRM4 agonist = agonists of human muscarinic M4 receptor (CHRM4) | P08173 | CHO-K1 hM4/Gqi5, Fluo-8 calcium fluorescence; vehicle 0%, full acetylcholine response 100% | activation, % at 3 µM | 360,000 compounds, 0.14% hits | AID 624127;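 active = activation above the run mean over all test wells plus 3 SD, cut at about 32% in these data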;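 also: peak over basal fluorescence ratio per well then scaled between controls; 0% = DMSO wells and 100% = acetylcholine at EC100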
Target sequence (P08173 whole entry, looked up): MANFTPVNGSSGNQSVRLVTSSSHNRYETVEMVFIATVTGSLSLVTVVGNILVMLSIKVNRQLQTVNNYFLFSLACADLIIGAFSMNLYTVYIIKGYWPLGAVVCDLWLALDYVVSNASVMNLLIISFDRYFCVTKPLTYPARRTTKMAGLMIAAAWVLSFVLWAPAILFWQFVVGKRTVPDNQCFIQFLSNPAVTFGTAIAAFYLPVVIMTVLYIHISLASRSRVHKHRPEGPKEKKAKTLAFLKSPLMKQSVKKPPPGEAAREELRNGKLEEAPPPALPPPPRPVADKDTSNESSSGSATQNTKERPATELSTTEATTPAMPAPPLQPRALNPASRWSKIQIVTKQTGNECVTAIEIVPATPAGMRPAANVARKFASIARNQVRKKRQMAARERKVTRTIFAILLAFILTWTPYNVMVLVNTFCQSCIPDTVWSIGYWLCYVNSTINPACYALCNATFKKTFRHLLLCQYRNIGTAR
M5 ag = CHRM5 agonism in calcium assay. activation, % at 3 µM. P08912. 360,000 compounds, 0.19% hits. CHO-K1 hM5 cells, Fluo-8 calcium fluorescence; 0% DMSO wells, 100% maximal acetylcholine response. AID 624037;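 active = activation above the run's mean over test compounds plus 3 SD, cut at about 23% in these data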;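 also: signal is peak over basal fluorescence ratio across the kinetic read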
CHRM4 PAM = potentiates acetylcholine response at human M4 receptor; 360,000 compounds, 0.4% hits; P08173; CHO-K1 hM4/Gqi5, Fluo-8 calcium fluorescence, ACh EC20; 0% = ACh EC20, 100% = maximal ACh; AID 624126; activation, % at 3 µM;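 active = activation above its plate's cutoff, the mean activation of sample wells plus 3 SD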; also: some results filed as inactive read as strong as hits
M4 antag = antagonists of human muscarinic M4 receptor (CHRM4); CHO-hM4 cells, ACh EC80, Fluo-8 calcium fluorescence; 360,000 compounds, 0.73% hits; AID 624125; inhibition, % at 3 µM; P08173;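 active = inhibition above its plate's cutoff, the mean inhibition of sample wells plus 3 SD, cut at about 27% in these data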;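 also: 0% = acetylcholine EC80 with DMSO and 100% = DMSO without agonist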
CRFBP-R2 block = CRF-BP/CRF-R2 complex antagonism; 350,000 compounds, 0.59% hits; inhibition, % at 11.8 µM; HEK293 CRF-R2/CRF-BP, CRF-induced calcium fluorescence; AID 588475;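 active = inhibition of the ligand-induced calcium signal above about 50% at the single tested concentration, limit read from the data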
* = called active by the depositor; x = not tested or not shown. Rows were taken by chance; about 2.6% have a hit in one of these screens.

Start of the data: the first three entries, ahead of the listing:
M1 PAM,CHRM5 antagonist,M5 PAM,CRFR2-BP ag,CHRM4 agonist,M5 ag,Structure,CHRM4 PAM,M4 antag,CRFBP-R2 block
8.5,5.7,-0.3,-0.2,1.9,-1.0,Cc1onc(-c2c(F)cccc2Cl)c1C(=O)NC1CC1,-2.5,-2.1,-11.8
-6.9,2.8,-5.6,1.6,-1.8,-6.4,COc1ccccc1N1N=C(c2cccs2)CC1c1ccccc1 (configuration not stated),-4.2,8.0,6.9
3.5,11.4,1.9,0.3,1.4,2.1,CCCS(=O)(=O)Nc1ccc2cn[nH]c2c1,1.9,1.9,-2.3

Main list, previewed entries included:
M1 PAM,CHRM5 antagonist,M5 PAM,CRFR2-BP ag,CHRM4 agonist,M5 ag,Structure,CHRM4 PAM,M4 antag,CRFBP-R2 block
8.5,5.7,-0.3,-0.2,1.9,-1.0,Cc1onc(-c2c(F)cccc2Cl)c1C(=O)NC1CC1,-2.5,-2.1,-11.8
-6.9,2.8,-5.6,1.6,-1.8,-6.4,COc1ccccc1N1N=C(c2cccs2)CC1c1ccccc1 (configuration not stated),-4.2,8.0,6.9
3.5,11.4,1.9,0.3,1.4,2.1,CCCS(=O)(=O)Nc1ccc2cn[nH]c2c1,1.9,1.9,-2.3
9.7,0.3,13.0,3.1,0.4,1.5,O=C(/C=C/Nc1cccc(C(F)(F)F)c1)c1ccco1,-0.2,-1.7,0.4
1.4,-0.3,-3.3,1.8,0.9,1.6,CC(NC(=O)c1ccc(Cl)c(S(=O)(=O)NC2CC2)c1)c1ccco1 (configuration not stated),0.6,-6.5,-5.5
11.7,-2.7,1.6,0.5,2.4,0.8,CC(O)C(NC(=O)OCc1ccccc1)C(=O)OCc1ccccc1 (configuration not stated),4.8,5.3,1.6
6.9,9.5,-0.7,0.6,10.5,2.9,O=C(N/N=C/c1ccco1)c1cccc(NC(=O)c2cccc(Cl)c2)c1,-9.5,11.3,-0.9
-2.9,2.5,1.4,-1.1,0.4,0.5,Cc1ccc(S(=O)(=O)N2CCC(n3nnc4cc(C)ccc43)CC2)cc1,-5.8,3.3,7.5
-1.1,6.1,-1.1,-0.6,3.1,-2.9,CCOC(=O)C1CCN(C(=O)C2CCN(S(=O)(=O)c3cccc4nsnc34)CC2)CC1,-0.8,-0.5,8.0
1.5,4.6,-7.3,-3.9,-1.4,-1.3,CC(=O)Oc1ccc2occ(-c3ccccc3)c2c1,-1.4,-2.5,16.1
2.9,1.1,3.6,-0.7,0.7,-1.0,O=C(NCc1ccc(F)cc1)c1ccc(Br)o1,-1.6,3.7,6.7
0.4,-3.3,3.9,1.8,0.6,0.8,CCOC(=O)C1CCCN(C(=O)CCCn2nnnc2CN2CCC(C)CC2)C1 (configuration not stated),2.4,-10.8,6.7
1.0,-4.3,-0.2,0.7,-1.4,-3.4,Cc1cc(C(c2ccc(C)o2)c2ccc(C)o2)c(O)c([N+](=O)[O-])c1,-8.5,-5.4,-1.3
8.4,9.5,-0.7,-3.0,1.4,0.0,COc1ccccc1N1C(=O)N(CC(=O)C(C)(C)C)c2ccccc2S1(=O)=O,-2.5,3.6,1.3
10.4,1.5,0.1,-1.9,2.2,1.9,Cc1nn(C)c(C(=O)Nc2cccc(CN3CCOCC3)c2)c1Br,5.5,2.2,7.1
1.1,-8.9,2.5,9.7,1.8,-0.8,COc1ccc(C(=O)Nc2nnc(C(F)(F)F)s2)cc1,0.5,-1.0,7.2
2.8,-3.7,0.1,-0.3,0.5,-0.5,O=C(c1ccc2c(c1)CCC2)N1CCN(Cc2c(F)cccc2Cl)CC1,5.6,-10.2,5.0
-0.5,12.0,-12.7,-3.0,15.4,-3.1,O=C(OCc1cccc([N+](=O)[O-])c1)c1ccc2ccccc2n1,-15.8,13.6,-1.6
-4.3,-9.4,3.5,2.8,4.7,-2.0,COc1ccc(CN2CCN(C(=O)Cn3nc(C(=O)O)c4ccccc4c3=O)CC2)cc1F,-1.2,7.4,-6.9
6.2,1.8,0.9,4.4,4.2,-6.2,CCN(CC)S(=O)(=O)c1ccc(-c2nnc(SCC(=O)Nc3nnc(C)s3)n2CC)cc1,2.8,-5.1,-18.5
-5.3,-2.0,-5.2,-0.6,2.9,1.3,COc1ccc(OC)c(N(CC(=O)Nc2cccc(C(F)(F)F)c2)S(C)(=O)=O)c1,-7.7,8.5,-63.6
-2.3,0.4,3.3,-0.1,0.5,-2.6,COc1cccc(CNc2nccs2)c1O,-3.0,-3.5,-2.3
-2.1,-8.8,5.0,-0.3,2.1,1.8,Cc1cccc(/C=C2\CS/C(=C\c3cccc(C)c3)C2=O)c1,8.5,-2.2,-10.1
7.4,-13.2,7.2,0.8,5.6,3.4,COc1ccc(N2CCN(S(=O)(=O)CCNC(=O)c3ccc4c(c3)OCO4)CC2)cc1,-4.5,1.7,0.8
5.9,5.7,-2.0,-1.8,1.5,4.1,COc1ccccc1C(=O)NCCC(=O)NC1CCCC(C)C1C (configuration not stated),-3.5,4.0,1.0
-0.8,-10.7,-1.4,-0.1,0.6,-1.1,O=C(CCN1C(=O)C2C3C=CC(C3)C2C1=O)Nc1ccccc1F (configuration not stated),-0.2,-0.9,2.3
3.1,-1.7,-2.5,1.6,0.3,-2.2,Cc1occc1C(=O)N/N=C/c1cnn(C)c1C,-1.8,0.0,31.5
-0.1,-1.7,3.5,-1.8,-0.8,8.3,Cc1cc(C)c(C)c(S(=O)(=O)NCc2ccc(C(=O)N3CCCC3)cc2)c1C,6.7,3.2,-8.0
2.3,2.7,-0.6,-0.4,0.8,-3.2,Cc1cc2ncc(-c3cccs3)nc2cc1C,4.2,0.3,11.8
-5.5,9.1,-0.6,1.2,0.4,-5.1,Cc1nc2scc(C)n2c(=O)c1S(=O)(=O)NCc1ccccc1Cl,-3.7,11.9,-6.6

Shown comma-delimited: two of the compounds above.
Compound,M1 PAM,CHRM5 antagonist,M5 PAM,CRFR2-BP ag,CHRM4 agonist,M5 ag,CHRM4 PAM,M4 antag,CRFBP-R2 block
Cc1nc2scc(C)n2c(=O)c1S(=O)(=O)NCc1ccccc1Cl,-5.5,9.1,-0.6,1.2,0.4,-5.1,-3.7,11.9,-6.6
Cc1occc1C(=O)N/N=C/c1cnn(C)c1C,3.1,-1.7,-2.5,1.6,0.3,-2.2,-1.8,0.0,31.5

Remaining list, next part
M1 PAM,CHRM5 antagonist,M5 PAM,CRFR2-BP ag,CHRM4 agonist,M5 ag,Structure,CHRM4 PAM,M4 antag,CRFBP-R2 block
2.1,-11.5,-0.4,-1.2,2.0,1.5,COc1ccc(C(=O)COc2ccc(NC(C)=O)cc2)cc1,25.2,12.1,14.5
-2.1,2.6,-9.0,-0.8,4.5,0.7,O=C(N/N=C/c1ccc(OCC(=O)N2CCOCC2)cc1)c1ccccc1Cl,-1.9,-3.8,21.3
6.8,2.4,-2.4,4.3,1.0,-0.6,NC(=O)CSc1nnc2sc3ccccc3n12,15.1,-6.7,1.4
7.1,15.4,-1.2,-2.3,-0.3,-3.2,C=CCNC(=S)NNC(=O)c1cc(O)ccc1O,-1.8,8.0,-7.3
13.3,9.3,-0.7,-1.8,0.0,-1.3,Cc1ccc(-n2c(SCC(=O)Nc3ccc4c5c(cccc35)CC4)nc(O)c(C)c2=O)cc1,10.5,-2.1,-22.6
13.1,20.1,-4.8,3.3,2.6,-1.3,C=CCn1cccc(C(=O)Nc2ccc(OC)cc2)c1=O,3.4,1.7,4.8
-11.3,9.8,-2.1,2.7,0.1,-2.0,CCN1CCN(C(=O)CN(c2cccc(Br)c2)S(=O)(=O)c2ccccc2)CC1,-4.5,-4.0,-8.2
-4.0,-0.3,-7.2,0.5,7.7,2.4,Cc1cccc(C(=O)N2CCC(c3nc4ccccc4s3)CC2)c1,-1.0,-16.3,-1.7
10.2,17.0,-0.4,x,20.7,7.8,COC(=O)c1cnc(Nc2nc(C(N)c3ccccc3Cl)cs2)nc1C(F)(F)F (configuration not stated),-3.1,5.3,x
1.9,20.0,-16.1,0.9,4.9,-2.0,N/C(=N\c1nc2ccccc2o1)NC(=O)C(Cc1ccccc1)N1C(=O)c2ccccc2C1=O (configuration not stated),-8.8,5.9,-7.6
18.3,3.7,12.7,3.1,1.3,6.1,C=C[C@@](C)(O)CC[C@@H]1[C@@]2(C)CCCC(C)(C)[C@@H]2CC[C@@]1(C)O,6.1,-10.9,-15.7
-9.8,11.2,6.0,-0.2,1.8,-12.9,COc1ccccc1CCC(=O)N(C)C1CCCN(Cc2ccccc2F)C1 (configuration not stated),-3.5,2.5,-12.5
-0.9,-6.9,-5.6,0.6,1.0,1.0,CC(=O)N(c1ccc(Br)cc1)C1C=CS(=O)(=O)C1 (configuration not stated),4.2,-7.6,3.2
9.4,5.8,-0.4,4.0,2.1,-1.6,O=C(NN=C1CCCC1)C1COc2ccccc2O1 (configuration not stated),10.1,-7.8,-2.6
6.6,5.9,-2.0,-1.5,-0.1,-2.5,COc1ccc(C=O)cc1OC(=O)C1(C)Cc2ccccc2C(=O)O1 (configuration not stated),14.7,-7.7,3.0
-31.8,22.9,-11.7,0.8,5.0,-8.2,O=C(c1cccc(C(F)(F)F)c1)C1CCCN(Cc2ccc(OCCO)cc2)C1 (configuration not stated),-16.4,23.6,-9.9
4.5,-0.1,9.6,0.4,0.4,-1.9,Cc1ccc(NC(=O)C2CC(=O)N(Cc3ccco3)C2)cc1 (configuration not stated),-7.6,-4.8,15.0
6.0,7.3,-2.6,-1.1,-0.9,-3.0,O=C(c1ccc(Br)cc1)C1CCc2occc2C1=O (configuration not stated),-1.7,-4.7,44.0
-0.2,-3.8,-7.6,0.3,2.1,-1.3,O=c1c2c3c(sc2nc2sc(CN4CCOCC4)cn12)CCCC3,2.8,-1.8,-14.1
-1.6,5.2,4.1,0.6,0.7,-1.9,CCCCn1c(N)c(N(CCC(C)C)C(=O)c2ccc([N+](=O)[O-])o2)c(=O)[nH]c1=O,4.1,1.1,-3.5
8.2,-3.1,-1.7,-4.1,0.1,-3.9,CCc1nc(N2CCOCC2)c(C#N)c2c1CCCC2,1.2,1.4,24.4
4.7,-8.7,-1.6,-1.6,-0.3,-0.4,CCC(C)(C)n1nnnc1C(CC(C)C)N1CCC(C(N)=O)CC1 (configuration not stated),-1.9,1.9,-13.2
12.3,0.1,10.5,0.0,1.3,-0.9,CCN(CC)S(=O)(=O)c1cccc(-c2nnc(SCC(N)=O)n2CCc2ccccc2)c1,6.5,-8.3,-18.0
-19.4,-9.9,4.8,0.7,-0.2,-1.1,CC(=O)NCCC(=O)Nc1cc(S(=O)(=O)N2CCCCC2)ccc1N1CCN(C)CC1,1.7,-4.1,3.7
-1.5,0.1,-7.9,-2.6,1.0,3.1,CCc1nnc(NC(=O)CSc2ncnc3c2oc2ccccc23)s1,0.8,11.1,12.1
5.3,-3.4,-0.4,-0.5,-0.1,0.8,CC(=O)N1CCN2C(=O)C1CCCC(=O)c1cc(C)ccc12 (configuration not stated),3.9,4.0,-10.4
6.9,3.6,-1.4,-0.5,5.8,-5.7,CC1(C)Cc2c(sc(NC(=O)COc3ccc(Cl)cc3Cl)c2C(N)=O)C(C)(C)N1,7.5,-5.3,-6.1
-3.7,-4.4,2.0,28.9,7.6,11.4,Nc1c(N(CCC2=CCCCC2)C(=O)Cc2ccc(F)cc2)c(=O)[nH]c(=O)n1Cc1ccccc1,4.3,-0.8,-11.2
